Compound activity: PubChem BioAssay, several laboratories
UGM FP inh = M. tuberculosis UGM enzyme inhibitors, primary screen, biochemical, fluorescence polarization, single point; UDP-galactopyranose mutase (Mycobacterium tuberculosis (strain ATCC 25618 / H37Rv)), …; purified UGM, fluorescence polarization probe displacement; inhibition, % at 10 µM; hit rate 0.06% among 320,000; AID 504406, 2011; in the data active = inhibition above about 10%, passing the limit was not always enough; inconclusive = no clear call, values can overlap the other calls
Target sequence (P9WIQ1 whole entry, looked up): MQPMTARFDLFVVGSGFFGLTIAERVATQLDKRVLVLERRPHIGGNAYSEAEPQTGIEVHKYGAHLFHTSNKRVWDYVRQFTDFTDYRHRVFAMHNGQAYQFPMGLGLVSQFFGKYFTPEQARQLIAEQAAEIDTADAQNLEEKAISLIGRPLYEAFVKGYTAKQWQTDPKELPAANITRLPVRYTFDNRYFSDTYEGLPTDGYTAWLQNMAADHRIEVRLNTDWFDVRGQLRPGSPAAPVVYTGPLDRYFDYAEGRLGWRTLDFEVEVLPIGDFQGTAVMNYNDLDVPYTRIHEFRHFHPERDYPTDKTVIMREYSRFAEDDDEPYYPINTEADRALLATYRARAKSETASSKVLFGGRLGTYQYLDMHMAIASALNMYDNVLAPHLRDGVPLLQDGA
FBA Mtb inh = Mtb FBA enzyme inhibitors, primary screen, biochemical, fluorescence, strain H37Rv; inhibition, % at 1 µM; AID 588726, 2011; Fructose-bisphosphate aldolase (Mycobacterium tuberculosis (strain ATCC 25618 / H37Rv)), …; purified M. tuberculosis FBA, fluorescence read-out; hit rate 2.3% among 360,000; in the data active = inhibition above about 27%;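 also: 0% = vehicle and 100% = reference inhibitor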
Target sequence (P9WQA3 whole entry, looked up): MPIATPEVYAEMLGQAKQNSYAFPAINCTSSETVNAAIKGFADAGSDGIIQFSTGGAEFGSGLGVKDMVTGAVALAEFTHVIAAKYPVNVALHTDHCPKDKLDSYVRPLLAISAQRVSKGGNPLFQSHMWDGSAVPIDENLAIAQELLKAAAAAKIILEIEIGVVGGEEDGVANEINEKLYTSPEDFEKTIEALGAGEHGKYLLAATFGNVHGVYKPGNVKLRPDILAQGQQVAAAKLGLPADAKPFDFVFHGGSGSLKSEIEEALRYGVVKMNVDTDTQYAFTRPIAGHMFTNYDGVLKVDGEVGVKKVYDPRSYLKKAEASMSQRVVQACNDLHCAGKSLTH
Mtb BioA inh = M. tuberculosis BioA enzyme inhibitors, primary screen, biochemical, plate reader, single point, HTS | 7,8-diaminopelargonic acid synthase BioA (Mycobacterium tuberculosis) | inhibition, % at 9.99 µM | purified M. tuberculosis BioA enzyme | hit rate 0.096% among 360,000 | AID 602481, 2012; in the data active = inhibition above about 40%; inconclusive = no clear call, values can overlap the other calls
GDH-TPI inh = GDH-TPI coupling enzyme inhibitors, primary screen, artefact control for M. tuberculosis FBA inhibitor project, biochemical, absorbance, full deck. hit rate 1.2% among 360,000. inhibition, % at 4.8 µM. GDH-TPI coupled enzyme counterscreen, NADH absorbance;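 also: 0% = DMSO wells and 100% = wells lacking the enzyme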
CCHF vOTU inh = CCHFV vOTU protease inhibitors, primary screen, biochemical, Pep-AMC substrate, fluorescence. inhibition, % at 11.5 µM. hit rate 0.55% among 370,000. AID 651958, 2012. Crimean-Congo hemorrhagic fever virus L polyprotein viral ovarian tumor (vOTU) protease …; also: 0% = vehicle wells with enzyme and 100% = no enzyme wells
BoNT A protease = BoNT/A light chain protease inhibitors, primary screen, biochemical, flow cytometry, MLPCN library. Botulinum neurotoxin type A light chain protease (Clostridium botulinum A str. ATCC 3502). AID 588499, 2011. multiplex microsphere protease substrate cleavage. hit rate 0.17% among 360,000. inhibition, % at 10 µM; in the data active = inhibition above about 30%; inconclusive = no clear call, values can overlap the other calls; also: plate controls were buffer without enzyme for full effect and enzyme alone for no effect
FadD28 FP inh = inhibitors of FadD28 bisubstrate probe binding, primary screen, biochemical, fluorescence polarization, single point; inhibition, % at 12.5 µM; Mycobacterium tuberculosis FadD28 fatty-acid-AMP ligase; hit rate 0.22% among 360,000; in the data active = inhibition above about 8.5%, passing the limit was not always enough; inconclusive = no clear call, values can overlap the other calls
PrPC TRFRET = inhibitors of human cell surface prion protein PrPC, primary screen, cell-based, TR-FRET; AID 720596, 2013; Major prion protein (Homo sapiens), P04156; TR-FRET read-out; inhibition, % at 13.8 µM; hit rate 0.43% among 370,000; in the data active = inhibition above about 24%; also: 0% = median of the test wells and 100% = reference compound wells
BoNT F protease = BoNT/F light chain protease inhibitors, primary screen, biochemical, flow cytometry, MLPCN library; AID 588497, 2011; Multiplex microsphere protease cleavage assay; Botulinum neurotoxin type F light chain protease (Clostridium botulinum); hit rate 0.22% among 360,000; inhibition, % at 10 µM; in the data active = inhibition above about 35%, passing the limit was not always enough; inconclusive = no clear call, values can overlap the other calls; also: plate controls were buffer without enzyme for full effect and enzyme alone for no effect
* hit, by the source's call; ? = inconclusive; / = not tested or not shown; & = joins results of further samples. Rule as the data show it, unless noted: active = inhibition above about 30%; inactive = the rest.

SMILES	UGM FP inh	FBA Mtb inh	Mtb BioA inh	GDH-TPI inh	CCHF vOTU inh	BoNT A protease	FadD28 FP inh	PrPC TRFRET	BoNT F protease
Cc1ccc(C(=O)OCC(=O)NC(C)C)cc1S(=O)(=O)N1CCOCC1	-2.9	3	-0.3	-4	-2	-1.3	0.1	7	-3
COc1cc(/C=N/NC(=O)C(=O)NCC2CCCO2)ccc1O (configuration not stated)	-2.1	-2	/	38*	25	-0.8	-0.6	5	-9
COC(=O)Nc1ccc(S(=O)(=O)N2CCCC(C(=O)N3CCN(C)CC3)C2)cc1 (configuration not stated)	-0.3	2	0.4	3	-11	-1.1	-1.8	1	-8
Nc1ncn(-c2ncc(C(F)(F)F)cc2Cl)n1	1.6	2	/	-4	-10	-0.3	-2.8	1	-8
Cc1ccc(N(CC(=O)NCc2ccncc2)S(C)(=O)=O)cc1Cl	-3.0	-3	-0.7	10	-2	0.8	-1.3	6	-1
CCOC(=O)N1CCN(c2ncnc3scc(-c4ccccc4)c23)CC1	0.2	1	0.4	-4	-9	2.0	-0.4	5	-3
Cc1ccc(C(=O)CNc2ccccc2)cc1	1.3	0	/	1	7	-3.1	0.5	-3	?
CC(NC(=O)OCc1ccccc1)c1ccccc1 (configuration not stated)	-0.9	-3	/	14	14	2.5	0.3	0	?
CC(C)(C)C1=Nn2c(nnc2-c2n[nH]c3c2CCC3)SC1	2.8	-8	-0.5	6	0	-0.5	-3.0	3	9
CCn1cc(C(=O)NCCCN2CCC(C)CC2)c2cc(OC)c(OC)cc2c1=O	-2.4	5	-0.2	19	0	-0.7	0.5	-10	-6
COc1ccc2c(c1)N(C)/C(=C/c1cccc[n+]1C)S2	1.4	-11	0.1	-9	-6	-1.2	-4.0	-19	-9
c1ccc(-c2nnc(-c3ccco3)n2-c2ccccc2)cc1	1.9	8	-3.7	-2	8	-0.6	-1.8	-5	9
C=CCn1c(SCC(=O)N2CCCC2)nc2scc(-c3cccs3)c2c1=O	2.5	-1	6.3	1	-9	-4.7	-2.5	-5	-5
CC(C)(C)c1cc(C(F)(F)F)nc(SCCCNC(=O)c2ccco2)n1	1.7	2	1.9	6	17	0.9	-2.9	3	?
N#CCCN(C(=S)NC(=O)c1ccco1)c1ccccc1F	3.0	4	/	-6	7	-1.0	-2.2	-1	-2
O=C(CCN1CCCCCC1)Nc1ccccc1F	1.9	5	-0.8	-4	3	0.5	1.7	-7	5
COc1cc(NC(=O)COC(=O)C2CC2)c(C)cc1[N+](=O)[O-]	2.2	0	/	-5	0	0.7	-4.4	-6	1
CCOC(=O)N1CCC(N2Cc3cccc(C(=O)Nc4ccc(S(=O)(=O)N(CC)CC)cc4)c3C2=O)CC1	0.7	-2	-0.6	-2	17	0.3	-3.7	0	-1
Oc1cccc2ccc(/C=C/c3ccc(Br)s3)nc12	1.5	0	/	13	-13	-0.8	-1.5	-21	-10
COc1cccc(N=C2CC(C)(C)CC(=O)/C2=C(/O)c2ccccc2)c1	1.6	-3	/	16	-13	0.1	-0.4	1	-5
Cn1nc(C(F)(F)F)c(-c2ccc(Br)cc2)c1NC(=O)c1cccnc1	-0.8	0	3.5	3	-14	1.1	-2.5	5	-6
Cc1cccc(Nc2ccc(C(=O)N3CCOCC3)cn2)c1	-0.8	-2	/	12	-16	0.3	-3.3	-4	0
O=C(Nc1nc(-c2ccccn2)cs1)c1ccc(F)c(S(=O)(=O)N2CCOCC2)c1	1.0	0	-1.2	20	9	0.8	-3.2	27*	-2
Cc1nccn1CCCNC(=O)C1CCC(=O)N(Cc2ccccc2F)C1 (configuration not stated)	1.9	1	-2.9	-5	4	-1.4	-0.5	-6	3
COc1ccccc1N1CCN(CCCNC(=O)Cn2ncc3c([nH]c4ccccc43)c2=O)CC1	0.7	6	-2.0	9	8	-0.7	-3.5	-8	0
CC(C)(C)c1ccc(C(=O)NCCC(=O)NCc2ccc(F)cc2)cc1	/	5	-1.0	6	-1	-0.5	-0.8	-8	0
O=C(NCc1ccc(N2CCCC2=O)cc1)C1CCC(=O)N(Cc2ccccc2F)C1 (configuration not stated)	0.0	-2	0.2	-2	2	-0.6	-4.0	-1	2
CC1(C)Cc2c(sc3nc(-c4ccccc4Cl)n(N)c(=O)c23)CO1	2.2	2	1.6	9	-4	0.2	-1.5	3	-1
O=C(CC1SC(=Nc2ccccc2)N(CCCCO)C1=O)NCc1ccccc1 (configuration not stated)	1.0	-1	0.7	4	-5	-0.4	-5.6	-1	-7
O=C(N/N=C/c1ccc(OCCCF)cc1)c1cc(OCC(F)(F)F)ccc1OCC(F)(F)F	2.0	1	-0.7	6	3	-0.7	-1.0	1	-17
C/C(=N\NC(=O)Cc1cccn1C)c1ccco1	1.5	-1	2.5	2	-12	1.8	-1.6	6	?
CSc1ccc(-c2c(C#N)c(N)nc3c2CCCC3)cc1	-2.2	2	-1.3	-4	8	0.9	-3.1	3	0
COc1ccc(CN2CCC(C(=O)NC(c3ccc4c(c3)OCO4)c3ccccn3)CC2)cc1 (configuration not stated)	/	-2	0.8	2	6	-0.1	-3.1	-12	-5
COc1ccc(C(C)=O)cc1COC(=O)c1ccc(S(=O)(=O)N(C)C)cc1	-0.8	-2	/	5	-8	1.0	0.2	6	6
O=C(CSc1ncn[nH]1)NC12CC3CC(CC(C3)C1)C2	1.4	5	/	-9	-4	0.0	-3.8	-4	-2
Cc1ccc(Nc2nnc(SCC(=O)Nc3cccc(S(=O)(=O)N4CCCCC4)c3)s2)cc1	3.4	-8	/	10	5	-3.5	-2.3	15	-16
COc1ccc(CNC(=O)CN(C(=O)c2csnn2)c2ccc3c(c2)OCCO3)cc1	2.3	-2	-0.9	0	-4	1.3	/	1	1
CC(=O)Nc1c(Cl)c(Cl)c2c(c1Cl)C(=O)c1cc(Cl)ccc1-2	/	-5	-1.8	0	-1	0.1	-2.8	-4	2
Cc1cccc(NC(=O)C2CCCN(S(=O)(=O)c3cccc4cccnc34)C2)c1 (configuration not stated)	-1.9	2	-0.5	1	1	-0.9	-4.3	-1	-3
CCc1nc2ccc(C(=O)NCCOc3ccc(OC)cc3)cn2c1N(CC)Cc1cccc(Br)c1	/	5	-1.9	3	2	0.2	0.3	-2	12
Cc1sc2ncnc(N3CCC(C)CC3)c2c1C	-0.2	-3	2.3	2	0	-0.2	-3.5	8	-18
O=C(CN(c1ccc2c(c1)OCCO2)S(=O)(=O)c1ccccc1)NCc1ccco1	0.4	-2	-1.5	2	6	-1.3	-0.5	0	-12
CCOC(=O)C1(c2ccccc2)CCN(CC(=O)Nc2ccc(C)cc2)CC1	0.2	1	/	0	16	-0.5	-1.7	-5	-4
CCC(C)(C)NC(=O)c1sccc1Oc1ccc(F)cc1[N+](=O)[O-]	-1.0	3	/	2	-3	0.0	-3.3	-6	-1
Cc1sc2nc(CSC(C)C(=O)Nc3ccc(C#N)cc3)[nH]c(=O)c2c1C (configuration not stated)	0.4	4	-3.6	8	16	8.7	-1.2	6	-4

Molecules above that have a nitro group on carbon (2):
SMILES	UGM FP inh	FBA Mtb inh	Mtb BioA inh	GDH-TPI inh	CCHF vOTU inh	BoNT A protease	FadD28 FP inh	PrPC TRFRET	BoNT F protease
COc1cc(NC(=O)COC(=O)C2CC2)c(C)cc1[N+](=O)[O-]	2.2	0	/	-5	0	0.7	-4.4	-6	1
CCC(C)(C)NC(=O)c1sccc1Oc1ccc(F)cc1[N+](=O)[O-]	-1.0	3	/	2	-3	0.0	-3.3	-6	-1

Part of the list above in order of length of the SMILES, falling:
SMILES	UGM FP inh	FBA Mtb inh	Mtb BioA inh	GDH-TPI inh	CCHF vOTU inh	BoNT A protease	FadD28 FP inh	PrPC TRFRET	BoNT F protease
CCOC(=O)N1CCC(N2Cc3cccc(C(=O)Nc4ccc(S(=O)(=O)N(CC)CC)cc4)c3C2=O)CC1	0.7	-2	-0.6	-2	17	0.3	-3.7	0	-1
O=C(CN(c1ccc2c(c1)OCCO2)S(=O)(=O)c1ccccc1)NCc1ccco1	0.4	-2	-1.5	2	6	-1.3	-0.5	0	-12
COc1cc(NC(=O)COC(=O)C2CC2)c(C)cc1[N+](=O)[O-]	2.2	0	/	-5	0	0.7	-4.4	-6	1
CCOC(=O)N1CCN(c2ncnc3scc(-c4ccccc4)c23)CC1	0.2	1	0.4	-4	-9	2.0	-0.4	5	-3
c1ccc(-c2nnc(-c3ccco3)n2-c2ccccc2)cc1	1.9	8	-3.7	-2	8	-0.6	-1.8	-5	9
CC(NC(=O)OCc1ccccc1)c1ccccc1 (configuration not stated)	-0.9	-3	/	14	14	2.5	0.3	0	?

Remaining list, next part:
SMILES	UGM FP inh	FBA Mtb inh	Mtb BioA inh	GDH-TPI inh	CCHF vOTU inh	BoNT A protease	FadD28 FP inh	PrPC TRFRET	BoNT F protease
CC(OC(=O)c1cccs1)C(=O)NCCc1ccccc1 (configuration not stated)	1.1	-6	-2.3	3	-4	2.1	-1.0	-7	8
C[C@@H]1CN([C@H](C)CO)C(=O)CCCn2nncc2CO[C@H]1CN(C)C(=O)c1ccc(N2CCN(C)CC2)cc1	/	-2	-2.2&-2.5	2	18	-0.2	0.2	-4	-7
COc1ccc(CCNC(=S)N2CCN(S(=O)(=O)c3cccc(F)c3)CC2)cc1	-0.4	-3	-2.4	-3	8	-1.3	-2.9	-8	3
O=C(NCCn1ccc2ccccc21)c1cccc([N+](=O)[O-])c1	-2.4	-2	/	-3	11	-2.2	-2.6	-12	-14
CS(=O)Cc1cc(Sc2ccccc2)nc(-c2cccnc2)n1 (configuration not stated)	-1.4	0	7.5	-1	-14	0.4	-2.8	4	1
O=C(Nc1cccc(O)c1)c1cc2nc(-c3ccccc3)cc(-c3ccccc3)n2n1	3.6	12	/	0	-30	3.2	7.1	-1	31
CCS(=O)(=O)NCc1nnc2n1-c1ccc(Br)cc1C(c1ccccc1Cl)=NC2	-0.5	-2	-1.3	-7	-7	0.4	-1.0	-6	5
C/C(CC(=O)Nc1ccccn1)=N\NC(=O)C(=O)Nc1ccccc1C	-1.0	6	-0.7	13	-7	0.2	-1.0	0	0
O=C(NCc1ccc(F)cc1)C1CCN(c2cnccn2)CC1	1.3	8	/	9	2	-0.1	0.7	4	-5
CC(C)c1cc(C(N)=O)c(NC(=O)c2cccc(COc3ccc(Br)cc3)c2)s1	-0.1	15	-1.1	27	4	1.5	-2.5	3	-1
Cc1onc(-c2c(F)cccc2Cl)c1C(=O)ONC(=O)c1ccccc1	-0.6	8	-0.6	7	-7	0.7	-3.2	5	?
COc1ccc2c(Cl)c(C(N)=O)sc2c1	0.0	-2	/	-2	11	0.0	-2.6	79*	-5
O=C(CN1c2ccccc2Sc2ccccc21)NNC(=S)Nc1ccc(Cl)cc1Cl	0.9	-1	/	19	17	-0.5	-2.3	0	0
Cc1nc(SCC(=O)N(C)C2(C#N)CCCCC2)c2ccccc2n1	5.9	6	0.0	4	7	-0.4	-0.9	-4	0

Not a hit list; about 4.8% have a hit in one of these screens.
